procasp7 counter: counter-screen for procaspase-3 activators: activators of human procaspase-7; P55210; recombinant procaspase-7, Ac-DEVD-pNA absorbance 405 nm; D23A/D198A/D206A triple mutant, cannot self-cleave; scale: DMSO 0, 5 µM enzyme 100; activation, % at 8.5 µM; actives 0.093% (n = 330,000);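 active = percent activation above the screen-wide mean plus 3 SD, cut at about 25% in these data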
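Assay system: Uncleavable procaspase-7 mutant enzyme | Input: 2 µM procaspase-7 mutant as dispensed | Timing: 1 h compound preincubation, 2 h substrate cleavage, 25 °C | Repeats: One well per compound | Control set: DMSO wells as 0%, DMSO with 5 µM added PC-7 as 100% | Technique: Epi-absorbance of released pNA at 405 nm, two timepoints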
AHR activator: activates the human aryl hydrocarbon receptor. P35869. AHR-responsive luciferase reporter cells, luminescence. activation, % at 5 µM. actives 2.5% (n = 320,000); in the data active = activation above about 47%;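 also: 0% = vehicle wells and 100% = reference agonist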
Target sequence (P35869 whole entry, looked up): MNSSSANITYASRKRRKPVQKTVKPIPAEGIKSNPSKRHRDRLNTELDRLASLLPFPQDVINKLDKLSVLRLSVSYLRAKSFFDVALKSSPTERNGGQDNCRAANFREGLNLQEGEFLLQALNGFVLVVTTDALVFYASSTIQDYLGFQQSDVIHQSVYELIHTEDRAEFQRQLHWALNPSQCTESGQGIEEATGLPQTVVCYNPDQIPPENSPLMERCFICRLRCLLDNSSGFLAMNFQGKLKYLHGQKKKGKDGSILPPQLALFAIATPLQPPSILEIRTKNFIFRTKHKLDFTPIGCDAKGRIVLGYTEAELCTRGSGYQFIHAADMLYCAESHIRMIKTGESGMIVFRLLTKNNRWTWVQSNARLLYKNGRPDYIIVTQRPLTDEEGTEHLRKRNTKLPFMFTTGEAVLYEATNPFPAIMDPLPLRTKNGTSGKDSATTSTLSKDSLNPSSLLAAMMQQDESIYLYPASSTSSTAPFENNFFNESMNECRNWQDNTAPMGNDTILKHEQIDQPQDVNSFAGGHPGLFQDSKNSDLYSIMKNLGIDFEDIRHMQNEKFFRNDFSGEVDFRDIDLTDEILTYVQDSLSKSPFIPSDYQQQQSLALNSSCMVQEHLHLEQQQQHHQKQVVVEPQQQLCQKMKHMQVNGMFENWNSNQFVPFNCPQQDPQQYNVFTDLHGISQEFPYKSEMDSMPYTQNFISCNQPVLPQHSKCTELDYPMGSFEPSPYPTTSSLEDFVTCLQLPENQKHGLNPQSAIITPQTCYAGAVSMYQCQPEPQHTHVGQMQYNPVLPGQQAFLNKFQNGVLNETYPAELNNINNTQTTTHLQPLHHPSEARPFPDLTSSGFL
Yeast superoxide: lowers age-related superoxide in aged yeast cells; S. cerevisiae aged cells, superoxide DHE fluorescence; active compounds read low; superoxide response (% of plate mean), % at 10 µM; actives 0.18% (n = 330,000); AID 2690;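 active = superoxide response under a set limit, about three screen SD below normal, cut at about 65% in these data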;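 also: yeast aged for seven days with compound at 30 °C before DHE staining; 100% = average MFI of all compound-treated wells on the plate with controls excluded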
JMJD2C inh: blocks human GASC-1 demethylase activity; AID 2099; inhibition, % at 2.35 µM; GST-JMJD2C(1-420) H3K9me3 demethylation, DELFIA europium; actives 0.069% (n = 330,000);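 active = more than half of a compound's replicate wells show inhibition beyond 50%, single wells judged on their own value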;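 also: signal counts dimethyl H3K9 product captured on neutravidin plate; 0% = median of DMSO wells and 100% = 0.3 times that DMSO median; strong numbers were not always called active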
RPL19A TOR yeast: modulators of TOR pathway RPL19A-GFP in S. cerevisiae; percent response vs DMSO, % at 10 µM; S. cerevisiae RPL19A-GFP strain, flow cytometry, 3 h; active compounds read low; actives 0.3% (n = 330,000);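 active = percent response vs DMSO below 50%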;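 also: median channel GFP fluorescence of the barcoded RPL19A-GFP strain; ratio of sample median GFP to plate DMSO average so 100% = DMSO; lower means less RPL19A-GFP as with rapamycin TOR inhibition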
LAP4 TOR yeast: yeast TOR pathway LAP4-GFP modulation. actives 0.34% (n = 320,000). AID 2023. GFP response vs DMSO, % at 10 µM. S. cerevisiae LAP4-GFP multiplex, flow cytometry GFP, 3 h; median GFP as percent of DMSO wells;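 active = GFP response vs DMSO above a set limit, about the screen mean plus 3 SD, cut at about 150% in these data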
MEP2-GFP yeast: modulators of TOR pathway MEP2-GFP in S. cerevisiae | S. cerevisiae MEP2-GFP strain, flow cytometry GFP, 3 h; 100% = DMSO control level | actives 0.51% (n = 330,000) | GFP response vs DMSO, % at 10 µM | AID 2016;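 active = GFP response versus DMSO above a set limit, roughly screen mean plus 3 SD, cut at about 180% in these data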;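 also: median GFP fluorescence of the barcode-gated MEP2-GFP cells per well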
proCasp3 act: procaspase-3 (human) activation | recombinant procaspase-3 D3A, Ac-DEVD-pNA absorbance 405 nm | actives 0.11% (n = 330,000) | activation, % at 8.5 µM;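 active = activation above the mean of all tested compounds plus 3 SD, cut at about 21% in these data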;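 also: 0% = DMSO alone and 100% = DMSO wells spiked with extra 5 µM PC-3 D3A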
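Test system: Procaspase-3 D3A mutant; medium: Zinc-free HEPES/NaCl buffer with 0.01% Triton X-100 at pH 7.4; reagent: DEVD-pNA substrate; doses: one concentration, 8.5 µM nominal, 0.8% DMSO; times: 1 h preincubation plus 2 h reaction at 25 °C; signal: Epi-absorbance at 405 nm of released p-nitroaniline, 0 and 120 min; replicates: singlicate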
* hit, by the source's call; . = not tested or not shown; [ ] = dose if it differs, or a comment. Outcome played no part in choosing rows; 3.8% or so of the library scored in one or more.

Abbreviations: A = procasp7 counter; B = AHR activator; C = Yeast superoxide; D = JMJD2C inh; E = RPL19A TOR yeast; F = LAP4 TOR yeast; G = MEP2-GFP yeast; H = proCasp3 act
> C/C(NCC(C)(C)CN(C)C)=C(/C#N)C(=O)NCc1ccccc1
  A: 5 | B: 2 | C: 102 | D: 0 | E: 105 | F: 101 | G: 97 | H: -3
> O=C(/C=C/c1ccc(Cl)cc1Cl)N1CCN(c2ccccc2[N+](=O)[O-])CC1
  A: 2 | B: 7 | C: 99 | D: 2 | E: 108 | F: 118 | G: 108 | H: 5
> CC(C)Cn1c(-c2ccncc2)n[nH]c1=S
  A: -9 | B: -1 | C: 101 | D: 2 | E: 87 | F: 86 | G: 96 | H: -1
> COc1ccc(C2=NN(C(=O)c3ccccc3)C(c3cccc([N+](=O)[O-])c3)C2)cc1 (stereo not given)
  A: 5 | B: 1 | C: 99 | D: -16 | E: 102 | F: . | G: 102 | H: 0
> Cc1ccc(-c2csc3ncnc(OCC(=O)NC(=O)NCc4ccco4)c23)cc1
  A: -10 | B: 0 | C: 106 | D: 7 | E: 93 | F: 97 | G: 100 | H: -5
> Cc1ccc(Nc2nc3ccccc3nc2Nc2c(C)n(C)n(-c3ccccc3)c2=O)cc1
  A: 2 | B: 1 | C: 102 | D: -4 | E: 106 | F: 99 | G: 93 | H: 2
> CCc1[nH]nc2c1C(Cc1ccccc1)C(C#N)=C(N)O2 (stereo not given)
  A: 1 | B: 0 | C: 103 | D: 1 | E: 111 | F: 105 | G: 106 | H: 3
> CCNS(=O)(=O)c1ccc(-c2ccc(-n3cnnn3)cc2)cc1
  A: 0 | B: -1 | C: 102 | D: -18 | E: 92 | F: 94 | G: 96 | H: 0
> COc1ccc(CCNC(=O)C(=O)N/N=C/c2cccs2)cc1OC
  A: 1 | B: 4 | C: 105 | D: -2 | E: 92 | F: 98 | G: 90 | H: 5
> Cc1cccc(N2CCN(c3ccc(N4C(=O)CCCC4=O)cc3[N+](=O)[O-])CC2C)c1 (stereo not given)
  A: 13 | B: 70* | C: 116 | D: -14 | E: 93 | F: 96 | G: 91 | H: -2
> CNC(=S)Nc1ccc(Cc2ccncc2)cc1
  A: 12 | B: -1 | C: 106 | D: 3 | E: 91 | F: 95 | G: 90 | H: 4
> COC(=O)N/N=C\c1cc(Br)ccc1OCc1ccccc1
  A: 3 | B: 29 | C: 95 | D: 7 | E: 98 | F: 88 | G: 84 | H: -5
> C#CCNC(=O)C1=C[C@H](C(C)(C)C)C[C@H](OCCCCO)O1
  A: 5 | B: 3 | C: 93 | D: -5 | E: 109 | F: 113 | G: 95 | H: 4
> CCC(Sc1nc2n[nH]c(C)c2c(=N)n1-c1cccc(Cl)c1C)C(=O)N(CC)CC (stereo not given)
  A: -11 | B: 3 | C: 105 | D: 4 | E: 108 | F: 105 | G: 108 | H: -5
> COc1cc(C(=O)Nc2ccc(-c3nc4cc(C)ccc4o3)c(O)c2)cc(OC)c1OC
  A: -5 | B: 0 | C: 94 | D: . | E: 93 | F: 120 | G: 105 | H: -9
> CCOc1ccc(C(=O)CCN2CCOCC2)cc1
  A: 0 | B: 2 | C: 103 | D: -4 | E: 103 | F: 81 | G: 102 | H: -14
> O=C(CCl)Nc1cccc(-c2cnc3ccccc3n2)c1
  A: -4 | B: 118* | C: 131 | D: -1 | E: 102 | F: 113 | G: 99 | H: 6
> O=C(Nc1ccc(F)cc1F)N1CCCCCC1
  A: 9 | B: -5 | C: 98 | D: 0 | E: 101 | F: 93 | G: 103 | H: -6
> CCN1CCc2nc(N)oc2CC1
  A: -5 | B: 0 | C: 104 | D: 12 | E: 99 | F: 107 | G: 103 | H: -13
> CCN(Cc1nc2cc(Cl)ccc2c(=O)[nH]1)C(=O)c1ccc(C)c(NC(=O)c2ccco2)c1
  A: -6 | B: 5 | C: 94 | D: -4 | E: 96 | F: 100 | G: 96 | H: -5
> CCN1CCN(C(=O)c2ccc3nc(-c4ccccc4)c(-c4ccccc4)nc3c2)CC1
  A: 6 | B: -7 | C: 109 | D: -1 | E: 108 | F: 90 | G: 105 | H: 0
> C=CCOC(=O)C1=C[C@H](c2ccc(C(F)(F)F)cc2)[C@@H](CCCO)[C@H](OCC)O1
  A: -4 | B: -1 | C: 96 | D: 11 | E: 101 | F: 109 | G: 92 | H: 5
> CCOC(=O)N1CCN(S(=O)(=O)c2c(C)nc3scc(C)n3c2=O)CC1
  A: -1 | B: 12 | C: 97 | D: 13 | E: 99 | F: 91 | G: 107 | H: 7
> CCOC(=O)C1CCCN(S(=O)(=O)c2cc(OCC(N)=O)c(C)cc2Cl)C1 (stereo not given)
  A: -2 | B: 2 | C: 89 | D: -7 | E: 102 | F: 95 | G: 102 | H: 1
> O=C(COc1ccc2ccccc2c1Br)N1CCCC1
  A: 10 | B: 8 | C: 97 | D: -4 | E: 100 | F: 101 | G: 92 | H: -1

(list continues)
The line under a structure holds: procasp7 counter | AHR activator | Yeast superoxide | JMJD2C inh | RPL19A TOR yeast | LAP4 TOR yeast | MEP2-GFP yeast | proCasp3 act
CC(C(=O)Nc1ccccc1-c1ccccc1)N1CCN(S(=O)(=O)c2ccccc2)CC1 (stereo not given)
    4 | 3 | 96 | -5 | 99 | 90 | 90 | 4
CCn1nc(C)c(CNC(=O)CC2C(=O)NCCN2CC(C)C)c1C (stereo not given)
    4 | -1 | 103 | -9 | 108 | 108 | 115 | 1
Cc1c(OC(C)C(=O)NCCCN2CCOCC2)ccc2c1oc(=O)c1ccccc12 (stereo not given)
    3 | -1 | 116 | 9 | 26*[may fluoresce violet] | 91[may fluoresce violet] | 162[may fluoresce violet] | 6
O=C(CCCN1C(=O)c2cccc3cccc(c23)C1=O)Nc1ccon1
    14 | -3 | 107 | 0 | 98 | 100 | 104 | 3
Cc1cc(NC(=O)/C=C\C(=O)O)c([N+](=O)[O-])cc1C
    -13 | -3 | 92 | 5 | 101 | 107 | 101 | -16
CCOc1ccc(-n2c(Cc3cc(=O)[nH]c(=O)[nH]3)nnc2SC(C)C)cc1
    1 | -1 | 90 | 6 | 106 | 102 | 105 | 3
Cc1cccc(CC(=O)NC2CCN(C)CC2)c1
    3 | 0 | 105 | 1 | 114 | 93 | 108 | -6
CCCN(CCC)CCNC(=O)C1CC(=O)N(c2ccc(OC)cc2)C1c1ccc(OC)cc1 (stereo not given)
    10 | -1 | 111 | 3 | 98 | 108 | 104 | 5
CCN(CC)CC#CCC(O)(c1ccccc1)C1CCCC1 (stereo not given)
    7 | 2 | 85 | -5 | 95 | 100 | 98 | 4
Cc1c(NC(=O)c2cccc(NC(=O)c3ccco3)c2)cccc1C(=O)O
    6 | 1 | 101 | -3 | 101 | 93 | 108 | 2
CC(C)c1ccc(OCC(=O)Nc2ccc(S(=O)(=O)Nc3ccccn3)cc2)cc1
    3 | 0 | 96 | -9 | 96 | 99 | 94 | 4
O=C1c2ccccc2C(=O)c2c1cccc2-n1nnc2ccccc21
    8 | 1 | 150 | 5 | 97 | 104 | 94 | 1
CC(C)OCCCNC(=O)c1cn(C)c2ccc(S(=O)(=O)N(C)C3CCCCC3)cc2c1=O
    2 | 5 | 101 | -3 | 102 | 94 | 102 | -3
Cc1ccc(NC(=O)COc2nc(C)cs2)cc1
    -7 | 5 | 93 | 8 | 100 | 100 | 100 | 0
O=C(Cn1ncc2c3ccccc3n(Cc3ccc(Cl)cc3)c2c1=O)NCCCN1CCCC1=O
    7 | 0 | 104 | -1 | 98 | 101 | 98 | -1
Nc1nonc1-n1nnc(C(=O)N/N=C/c2cc(Br)ccc2O)c1CSC1=NCCS1
    -92 | 2 | 87 | 4 | 96 | 96 | 97 | -90
CCCCN(C(=O)c1ccc2c(c1)OCO2)c1c(N)n(CC(C)C)c(=O)[nH]c1=O
    3 | 3 | 119 | 5 | 95 | 109 | 104 | -1
O=C(N/N=C/c1sc(=O)n(-c2ccccc2)c1Cl)c1ccncc1
    5 | 4 | 122 | -2 | 107 | 98 | 108 | 3
COc1ccc(/C=N/NC(=O)C(=O)N2CCCCCC2)cc1
    -12 | -1 | 90 | -2 | 103 | 104 | 107 | 2
COc1ccc(CNCc2cccc(Oc3ccccc3)c2)cc1
    -5 | -2 | 96 | -17 | 101 | 96 | 101 | -2
CC(OC(=O)CCCN=C1NS(=O)(=O)c2ccccc21)C(=O)Nc1ccccc1F (stereo not given)
    16 | 2 | 81 | 11 | 102 | 101 | 107 | 6
COc1ccccc1N1CSC2=C(C#N)C(c3ccc(SC)cc3)CC(=O)N2C1 (stereo not given)
    -21 | 0 | 91 | -5 | 94 | 102 | 95 | -21
COc1cccc(/C=N\NC(=O)c2cc(OCC(F)(F)F)ccc2OCC(F)(F)F)c1
    12 | 16 | 114 | 5 | 105 | 99 | 97 | -6
CC(=O)Nc1ccc2nc(SCC(=O)N3CCOCC3)sc2c1
    11 | 2 | 96 | -16 | 95 | 95 | 94 | 2
CC(=O)c1sc(N/N=C2\CC3CC2C(C)C3(C)C)nc1C (stereo not given)
    5 | 5 | 97 | 1 | 102 | 107 | 112 | -1
CC1CC(C)CN(C(=O)CCNC(=O)c2ccccc2Cl)C1 (stereo not given)
    . | . | 108 | -7 | 108 | 90 | 104 | .

Fetched by compound from above (5):
The line under a structure holds: procasp7 counter | AHR activator | Yeast superoxide | JMJD2C inh | RPL19A TOR yeast | LAP4 TOR yeast | MEP2-GFP yeast | proCasp3 act
Nc1nonc1-n1nnc(C(=O)N/N=C/c2cc(Br)ccc2O)c1CSC1=NCCS1
    -92 | 2 | 87 | 4 | 96 | 96 | 97 | -90
C=CCOC(=O)C1=C[C@H](c2ccc(C(F)(F)F)cc2)[C@@H](CCCO)[C@H](OCC)O1
    -4 | -1 | 96 | 11 | 101 | 109 | 92 | 5
COC(=O)N/N=C\c1cc(Br)ccc1OCc1ccccc1
    3 | 29 | 95 | 7 | 98 | 88 | 84 | -5
Cc1cc(NC(=O)/C=C\C(=O)O)c([N+](=O)[O-])cc1C
    -13 | -3 | 92 | 5 | 101 | 107 | 101 | -16
CCn1nc(C)c(CNC(=O)CC2C(=O)NCCN2CC(C)C)c1C (stereo not given)
    4 | -1 | 103 | -9 | 108 | 108 | 115 | 1
